D2 ag – activates the human D2 dopamine receptor | P14416 | HEK293 T-REx D2 cells, calcium flux agonist mode | activation, % at 2 µM | 340,000 tested, 0.53% active;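 active means activation over 3 SD above normal in the single-dose calcium agonist read, cut at about 30% in these data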; further: 0% is about no effect
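In this primary screen, compounds producing a positive calcium signal within 180 s of addition to tetracycline-induced, force-coupled HEK293 Trex D2 cells are flagged; cells are dye-loaded with a no-wash calcium kit beforehand.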
D2 PAM – positive allosteric modulators of human D2 dopamine receptor | HEK293 T-REx D2, calcium flux, EC20 dopamine potentiation | 340,000 tested, 0.34% active | AID 485347 | potentiation, % at 10 µM;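 active means potentiation over 3 SD above the plate norm, cut at about 30% in these data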; further: 0% is about no effect
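Tetracycline-induced Hek293 Trex D2 cells, force-coupled to calcium, loaded with no-wash calcium dye. Compound added with 180 s kinetic read for agonism, then EC20 dopamine and a further 180 s read for potentiation.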
RXFP1 antagonist – blocks the human relaxin receptor RXFP1. Q9HBX9. HEK293-RXFP1, relaxin-stimulated cAMP HTRF, 30 min; hits give low values. activity change, negative = inhibition, % at 57.5 µM. 350,000 tested, 0.59% active. AID 1259400;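 active means activity change of -60% or lower, but not beyond a set lower limit; inconclusive means change between -60% and -40%, or beyond the set limit; inactive means change above -40%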; further: on the % scale 0 is the no-effect control and ±100 the full control effect
D1 potentiator – potentiators of human D1 dopamine receptor. P21728. HEK293 TREx D1 cells, calcium flux, dopamine EC20 potentiation. potentiation, % at 10 µM. 360,000 tested, 0.036% active. AID 504651; in the data active means potentiation above about 30%; further: 0% is about no effect
Target sequence (P21728 whole entry, looked up): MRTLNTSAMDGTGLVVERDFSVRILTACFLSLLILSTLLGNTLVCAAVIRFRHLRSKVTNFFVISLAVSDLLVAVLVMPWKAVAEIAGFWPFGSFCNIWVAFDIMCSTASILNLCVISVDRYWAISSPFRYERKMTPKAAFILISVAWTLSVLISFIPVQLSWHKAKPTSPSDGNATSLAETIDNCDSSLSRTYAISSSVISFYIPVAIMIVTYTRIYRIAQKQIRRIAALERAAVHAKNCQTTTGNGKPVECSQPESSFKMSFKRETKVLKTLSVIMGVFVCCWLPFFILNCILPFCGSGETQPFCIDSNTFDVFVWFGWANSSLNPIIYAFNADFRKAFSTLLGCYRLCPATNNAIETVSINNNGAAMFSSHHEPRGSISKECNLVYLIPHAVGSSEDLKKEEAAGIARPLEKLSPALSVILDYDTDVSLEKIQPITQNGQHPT
D1 agonist – agonists of human D1 dopamine receptor; activation, % at 2 µM; P21728; HEK293 T-REx D1 cells, calcium flux, agonist mode; AID 504660; 360,000 tested, 1% active; further: 0% is about no effect
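Agonism was scored from calcium flux recorded over 180 s (1 read/s) after pintool compound addition, following a 10-cycle baseline. Cells were inducible force-coupled HEK293 TREx D1, plated overnight at 30 C and loaded with no-wash calcium dye.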
D1 antag – human D1 dopamine receptor antagonism | P21728 | HEK293 TREx D1 cells, calcium flux, dopamine EC80; hits give low values | activity change, negative = inhibition, % at 10 µM | 360,000 tested, 3.2% active; in the data active means activity change below about -30%; further: on the % scale 0 is the no-effect control and ±100 the full control effect
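After overnight tetracycline induction at 30 C, force-coupled D1 HEK293 cells took up a no-wash calcium dye at room temperature. Compounds were added and monitored 180 s, and the response to EC80 dopamine was then recorded.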
TRHR enhancer – allosteric enhancers of human TRH receptor | P34981 | TRHR cells, fluo-8 calcium fluorescence, EC20 TRH enhancement | enhancement, % at 2 µM | 360,000 tested, 0.66% active; in the data active means enhancement above about 30%; further: 0% is about no effect
Target sequence (P34981 whole entry, looked up): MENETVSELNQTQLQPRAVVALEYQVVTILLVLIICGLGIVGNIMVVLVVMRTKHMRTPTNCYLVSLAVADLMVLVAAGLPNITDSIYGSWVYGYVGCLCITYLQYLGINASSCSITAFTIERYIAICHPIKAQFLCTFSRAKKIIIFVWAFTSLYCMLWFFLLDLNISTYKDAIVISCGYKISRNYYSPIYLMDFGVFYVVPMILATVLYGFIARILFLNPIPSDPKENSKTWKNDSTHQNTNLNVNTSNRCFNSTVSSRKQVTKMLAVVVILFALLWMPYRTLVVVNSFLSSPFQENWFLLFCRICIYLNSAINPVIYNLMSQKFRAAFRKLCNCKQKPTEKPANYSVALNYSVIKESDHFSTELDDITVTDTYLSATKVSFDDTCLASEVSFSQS
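Enhancer read-out: after compound pinning and an initial kinetic agonist-mode read, an EC20 of TRH (10 nM final) was injected and fluo-8 calcium signal (Ex 480/Em 530) followed at 1 s/cycle for 100 cycles in TRHR-expressing cells.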
TRHR agonist – TRH receptor (human) agonism | P34981 | TRHR cells, calcium flux fluo-8, FDSS agonist mode | activation, % at 2 µM | 360,000 tested, 0.18% active | AID 493084; further: 0% is about no effect
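Fluo-8-loaded TRHR cells; 10 s baseline, compound added, kinetic Ca2+ fluorescence read 1/s, agonist mode.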
D2 antag – antagonists of human D2 dopamine receptor; HEK293 TREx D2 cells, calcium flux, dopamine EC80; inhibition, % at 10 µM; 340,000 tested, 2% active; in the data active means inhibition above about 30%; further: 0% is about no effect
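Read-out: kinetic calcium fluorescence (1 cycle/s) in inducible HEK293 T-REx D2 cells after an EC80 dopamine addition that followed 180 s compound preincubation. Loss of the dopamine response indicates antagonism.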
Starred values were filed as active, the others as inactive; u = inconclusive; x = no result given. Unless noted, no stated cut-off is given here; in the data, active means activation above about 30%; inactive means the rest. Rows were taken by chance; about 7.3% have a hit in one of these screens.

Sequence of screens: RXFP1 antagonist	D1 agonist	D2 antag	TRHR enhancer	D2 PAM	TRHR agonist	D1 potentiator	D2 ag	D1 antag
> CC1=Nc2ccccc2N=C(N)C1c1ccccc1 (stereo not drawn)
    2.1	-0.2	-2.2	10.1	-8.8	-1.6	-7.2	-0.8	-0.6
> Cc1ccccc1Cn1c(CN2CCC(C(=O)NCCc3ccccc3)CC2)cc2ccccc21
    -9.2	7.0	x	2.1	8.5	0.5	-1.7	0.5	-2.0
> O=C(c1sc(N2CCOCC2)nc1-c1ccccc1)N1CCCCC1
    -6.7	1.9	-2.7	0.4	-6.1	-0.6	-1.8	-0.1	-1.0
> NC(=O)CN1CCN(C(=O)Nc2ccccc2)CC1
    4.8	-2.6	0.5	2.2	-14.7	0.3	9.9	-0.1	4.3
> CCS(=O)(=O)c1c(S(=O)(=O)CC)c2cc(C(C)(C)C)ccn2c1C(=O)c1ccc(F)cc1
    x	7.0	x	0.8	-0.6	-1.3	-1.6	-1.8	-2.9
> CC1CCCCN1C(=O)c1ccc(CS(=O)(=O)Cc2ccccc2)cc1 (stereo not drawn)
    -7.2	9.2	5.7	0.7	2.2	0.5	-5.9	2.1	-7.3
> O=C(N/N=C1\CCc2ccccc21)c1ccncc1
    -0.7	0.6	-22.3	3.5	-1.6	0.1	-3.5	2.5	3.9
> CCCc1cc(=O)[nH]c(SCC(=O)N(CC)c2c(N)n(Cc3ccccc3)c(=O)[nH]c2=O)n1
    -9.3	5.7	-5.6	8.5	8.5	0.0	1.2	1.3	-5.8
> O=C(CSc1nncn2c1cc1occc12)Nc1ccc(F)c(Cl)c1
    -28.8	1.2	x	-4.1	3.3	1.0	1.4	0.2	9.4
> C/C(=N\NC(=O)C1(C)CC1(Br)Br)c1ccc(NC(=O)C2CCC2)cc1 (stereo not drawn)
    -9.3	5.7	-3.7	-2.3	-7.6	0.2	-1.8	0.1	-26.5
> CCOCCCNC(=O)c1ccc(Cn2c(=O)[nH]c3ccsc3c2=O)cc1
    -3.2	4.9	0.4	-3.8	4.3	0.4	-3.2	0.3	21.8
> Cc1ccc(CNC(=O)Cn2c(=O)cc(-c3ccccc3)c3c(C)nn(C)c32)cc1
    -1.7	1.2	x	9.5	-4.4	-0.3	-3.5	1.0	-2.7
> CCc1nc(-c2cc(S(=O)(=O)N3CCN(c4ccccc4)CC3)ccc2OC)no1
    5.8	-0.4	x	3.5	-4.1	-0.1	-3.5	0.8	-8.4
> O=c1c2ccccc2c(C=Nc2cccc(S(=O)(=O)NCc3ccco3)c2)c(O)n1-c1ccc(Cl)cn1
    -0.3	8.2	-1.9	-2.3	5.4	0.3	-6.9	0.6	6.7
> O=C(NNC(=O)C12CC3CC(CC(Cl)(C3)C1)C2)c1csc(N2CCOCC2)n1
    -9.0	2.4	-1.4	-3.2	6.6	-0.7	0.3	-0.7	10.2
> O=C(c1n[nH]c(=O)c2ccccc12)N1CCN(c2ccccc2)CC1
    -0.8	1.9	-10.8	8.7	3.3	1.0	1.3	1.5	-15.9
> Cc1sc2ncnc(N[C@@H](Cc3c[nH]c4ccccc34)C(=O)O)c2c1C
    -2.2	3.8	x	9.0	x	0.3	9.7	x	-0.3
> Cc1c(CCO)c(=O)oc2n[nH]c(-c3ccccc3)c12
    -9.3	0.1	x	27.8	x	0.5	-7.2	x	-3.6
> O=C(NCC1CCCO1)C1CCN(C2CCN(C(=O)Cc3ccsc3)CC2)CC1 (stereo not drawn)
    5.0	1.9	-7.5	0.5	8.0	-0.6	5.9	0.0	4.4
> COc1ccc(S(=O)(=O)N(C)c2ccc(C(=O)Nc3cccnc3)cc2)cc1
    -14.3	3.2	-9.3	-3.2	12.5	-0.3	-1.7	-0.3	-33.0*
> CCCn1cc(S(=O)(=O)c2ccc(CC)cc2)c(=O)c2ccccc21
    -3.5	-0.9	x	1.4	-0.8	-0.9	-1.6	-0.7	-7.5
> O=C(Cc1n[nH]c(=O)c2ccccc12)Nc1cccc(S(=O)(=O)N2CCCCCC2)c1
    7.0	2.9	14.0	0.7	10.8	0.2	2.1	0.1	-6.9
> Cc1cc(C)cc(OCC(=O)NC(C)c2ccccc2)c1 (stereo not drawn)
    -2.5	6.2	-14.2	1.4	1.9	0.6	2.8	-3.1	11.7
> O=c1oc2ccccc2c2c1SC(C(F)(F)F)C2 (stereo not drawn)
    6.8	2.3	-5.1	6.9	8.9	0.3	-9.2	1.7	4.0
> Cn1c(OCc2ccc3c(c2)OCO3)nc2c1c(=O)n(Cc1ccc(Cl)c(Cl)c1)c(=O)n2C
    -3.4	4.9	11.3	6.0	3.1	-0.2	-5.5	0.1	18.0
> Cc1ccc(N/N=C(/Sc2nnnn2-c2ccccc2)C(=O)c2ccccc2)cc1
    x	0.0	3.9	5.2	-1.9	0.5	-0.5	0.1	-1.1
> COc1ccc(NC(=O)c2cc(-c3cccs3)on2)cc1OC
    -1.1	8.6	25.4	4.0	-13.8	4.1	-7.2	6.1	-23.2
> CC(OC(=O)Cn1cnc2c1c(=O)n(C)c(=O)n2C)C(=O)c1ccccc1 (stereo not drawn)
    3.4	1.0	0.3	4.2	12.6	0.0	-6.5	0.4	-9.1
> COc1ccc(-n2cc(CNCc3cnc4ccccn34)c(-c3cccc(F)c3)n2)cc1
    -4.5	0.9	13.7	-3.0	1.6	0.2	-1.1	0.4	-17.3
> Cc1nc(CCNC(=O)c2cc(COc3ccc(F)cc3Cl)on2)sc1C
    u	11.0	12.9	4.8	2.3	0.0	-0.7	-0.7	-3.1
> COc1cc(Cl)c(C)cc1NC(=O)Cc1ccc(OC)c(OC)c1
    -24.1	13.3	11.5	0.9	-1.5	-1.9	6.6	-0.3	-0.9
> CCN(CC)S(=O)(=O)c1ccc(C(=O)NCC(=O)NCCCc2ccccc2)cc1
    -0.5	24.3	-8.5	0.0	3.6	-1.8	x	0.1	0.1
> O=C(C(NS(=O)(=O)c1cccs1)c1ccccc1)N1CCN(c2ccccc2F)CC1 (stereo not drawn)
    -10.4	3.3	12.3	-6.8	1.8	-0.7	-3.5	0.1	3.6
> CC(C)(C)OC(=O)NNC(=S)NCc1ccc(Cl)cc1
    8.3	2.3	9.2	-0.6	3.1	-0.1	-2.4	0.8	-2.3
> CC(C)COCC(CN(Cc1ccccc1)c1ccccc1)N1CCCC1 (stereo not drawn)
    -34.0	-0.5	-8.2	-5.2	-17.5	0.3	-4.0	38.3*	16.2
> CC(C)c1ccc(NC(=S)NC2CC3C=CC2C3)cc1 (stereo not drawn)
    x	12.6	-29.6	-2.8	-5.6	1.4	-9.1	-0.4	-34.1*
> COc1ccccc1NC(=O)COC(=O)c1ccc2c(c1)nc(C)n2-c1ccccc1
    -9.7	7.4	-2.1	-1.0	11.4	-0.3	1.6	-0.3	-5.9
> Cc1ccnc(NC(=O)c2ccc([N+](=O)[O-])s2)c1
    -4.8	-1.2	-1.3	-3.0	-3.2	-0.9	-0.1	-0.9	-4.0
> Fc1ccccc1-c1n[nH]c(=S)n1Cc1ccccc1
    -6.5	0.6	-16.1	-1.5	11.6	-0.2	1.1	0.4	-3.1
> CC(=O)Nc1cccc(/C(C)=N/NS(=O)(=O)c2ccc(C)cc2)c1
    16.5	1.0	15.3	-3.5	8.0	-0.7	-5.1	1.0	-5.6

The list goes on, overlapping the part above by two compounds.
Sequence of screens: RXFP1 antagonist	D1 agonist	D2 antag	TRHR enhancer	D2 PAM	TRHR agonist	D1 potentiator	D2 ag	D1 antag
> Fc1ccccc1-c1n[nH]c(=S)n1Cc1ccccc1
    -6.5	0.6	-16.1	-1.5	11.6	-0.2	1.1	0.4	-3.1
> CC(=O)Nc1cccc(/C(C)=N/NS(=O)(=O)c2ccc(C)cc2)c1
    16.5	1.0	15.3	-3.5	8.0	-0.7	-5.1	1.0	-5.6
> CCCc1nnc(NC(=O)CCC(=O)N2CCN(CCn3c(C)ccc3C)CC2)s1
    0.2	1.2	-9.9	-1.1	18.7	1.2	-2.6	1.0	-1.3
> COCCCNc1nc2c(c(=O)n(C)c(=O)n2C)n1Cc1cccc(OC)c1
    -1.7	-0.3	39.7*	-3.4	13.9	0.2	0.7	0.1	-8.5
> O=C(NCc1cccnc1)C1CCC(c2ccc(Cl)cc2)CC1 (stereo not drawn)
    -7.3	10.2	7.0	1.1	-5.5	-0.4	0.5	0.3	-29.7
> O=C(NCC(c1ccco1)N1CCc2ccccc2C1)c1ccc([N+](=O)[O-])cc1 (stereo not drawn)
    -27.2	3.4	0.6	4.5	-10.0	0.0	0.1	0.3	-6.6
> O=[N+]([O-])c1cc(-c2nnc(Nc3ccc(O)cc3)c3ccccc23)ccc1N1CCOCC1
    -35.0	0.1	9.1	3.7	4.4	0.1	-8.2	-0.7	-12.9
> O=C(C1CCCN(S(=O)(=O)c2cccc3nsnc23)C1)N1CCc2ccccc21 (stereo not drawn)
    0.4	7.5	1.4	0.6	-2.7	-0.7	-3.5	-0.7	-7.0
> CCOc1ccc2nc(NC(=O)CSc3nc4c(c(=O)n(C)c(=O)n4C)n3C(C)C)sc2c1
    7.9	0.3	1.8	-1.5	0.3	0.0	1.6	0.5	0.2
> COc1ccc(OCC(=O)Nc2ccc3nn(-c4ccc(OC)cc4)nc3c2)cc1
    -1.1	2.3	x	20.8	6.6	0.6	1.8	-0.5	-1.4
> CCCCC(=O)Nc1nnc(/C=C/c2ccc(OC)cc2)s1
    7.8	0.4	-1.1	6.1	3.2	0.4	-2.4	0.5	-13.5
> Cc1cc2nc(-c3ccc(SCC(=O)N4CCN(C(=O)c5ccco5)CC4)nc3)[nH]c2cc1C
    -19.9	-3.6	21.0	6.4	14.9	-0.6	8.6	-1.5	-1.0
> CC(C)(C)C#CCn1c(/C=[N+](\[O-])C2CCCCC2)nc2ccccc21
    x	0.1	20.5	-4.6	4.6	-2.0	-0.7	1.1	-8.8
> Clc1cc(CSc2ccccc2)nc(-c2ccccc2)n1
    x	7.2	0.5	11.9	9.3	0.0	8.2	2.3	26.6
> CCN(CC)c1ccc(N=Cc2c(C)[nH]c3ccccc23)cc1
    -15.9	1.3	6.4	-6.3	-2.1	1.3	4.4	-0.9	2.7
> C[C@@]12CCC3[C@@](CC[C@@H]4[C@](C)(C(=O)O)CCC[C@@]34C)(C[C@H]1O)C2 (stereo partly drawn)
    8.6	1.9	29.6	-23.9	3.6	0.8	-3.0	0.5	-2.7
> Cc1csc(NC(=O)c2cccc([N+](=O)[O-])c2C(=O)O)n1
    10.4	1.0	4.8	-1.9	11.6	0.2	-4.0	0.3	9.9

Profiles, quoted from the list. Screens in order: RXFP1 antagonist, D1 agonist, D2 antag, TRHR enhancer, D2 PAM, TRHR agonist, D1 potentiator, D2 ag, D1 antag
`Cc1nc(CCNC(=O)c2cc(COc3ccc(F)cc3Cl)on2)sc1C` as listed: u, 11.0, 12.9, 4.8, 2.3, 0.0, -0.7, -0.7, -3.1
`O=C(C1CCCN(S(=O)(=O)c2cccc3nsnc23)C1)N1CCc2ccccc21` (stereo not drawn) as listed: 0.4, 7.5, 1.4, 0.6, -2.7, -0.7, -3.5, -0.7, -7.0

Assay outcomes: PubChem, National Center for Advancing Translational Sciences (NCATS)
